# procasp7 counter: counter-screen for procaspase-3 activators: activators of human procaspase-7; P55210; recombinant procaspase-7, Ac-DEVD-pNA absorbance 405 nm; D23A/D198A/D206A triple mutant, cannot self-cleave; scale: DMSO 0, 5 µM enzyme 100; activation, % at 8.5 µM; actives 0.093% (n = 330,000);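 active = percent activation above the screen-wide mean plus 3 SD, cut at about 25% in these data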
#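 Assay system: Uncleavable procaspase-7 mutant enzyme / Input: 2 µM procaspase-7 mutant as dispensed / Dosing: single nominal 8.5 µM compound dose, 0.8% DMSO final / Timing: 1 h enzyme–compound preincubation and 2 h substrate reaction, both 25 °C / Detection: p-Nitroaniline absorbance at 405 nm, read at 0 and 120 min / Replication: singlicate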
# TPT1 inh: blocks Candida albicans tRNA 2'-phosphotransferase. recombinant caTPT1, FP RNA substrate dephosphorylation. inhibition, % at 5 µM. actives 0.81% (n = 300,000);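 active = inhibition above the mean of all tested compounds plus 3 SD, set per screening campaign, cut at about 24% in these data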;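 also: plate controls were DMSO alone for no effect and ferristatin control at 100 nM for full effect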
# PP5 inh: inhibitors of human protein phosphatase 5 (PP5); AID 1987; actives 0.18% (n = 320,000); purified PP5c, OMFP substrate fluorescence; inhibition, % at 6.7 µM; P53041;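 active = inhibition above the campaign's mean inhibition across all tested compounds plus 3 SD, cut at about 9.5% in these data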;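 also: 0% = DMSO only and 100% = 100 µM cantharidin control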
# Target sequence (P53041 whole entry, looked up): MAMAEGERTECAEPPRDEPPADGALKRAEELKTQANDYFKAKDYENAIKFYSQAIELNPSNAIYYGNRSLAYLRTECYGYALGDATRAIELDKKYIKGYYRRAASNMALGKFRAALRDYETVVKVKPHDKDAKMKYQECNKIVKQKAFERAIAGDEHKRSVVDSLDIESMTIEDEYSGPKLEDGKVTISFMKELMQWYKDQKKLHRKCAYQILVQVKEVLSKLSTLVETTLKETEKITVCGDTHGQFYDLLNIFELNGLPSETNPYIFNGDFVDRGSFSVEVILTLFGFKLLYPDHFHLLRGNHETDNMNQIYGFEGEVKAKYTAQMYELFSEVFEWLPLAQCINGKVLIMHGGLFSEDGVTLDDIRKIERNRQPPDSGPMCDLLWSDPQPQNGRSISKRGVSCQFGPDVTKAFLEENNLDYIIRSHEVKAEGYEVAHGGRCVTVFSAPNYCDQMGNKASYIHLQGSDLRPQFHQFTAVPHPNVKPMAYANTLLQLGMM
# Fh CTSL1 inh: blocks F. hepatica cathepsin L1 in PFM18AAP counter-screen; recombinant F. hepatica cathepsin L1, Z-Leu-Arg-MCA fluorescence; inhibition, % at 5.96 µM; actives 0.49% (n = 300,000); AID 1906;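 active = inhibition above the mean of all tested compounds plus 3 SD, set per screening campaign, cut at about 17% in these data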;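 also: 0% = plate median of test compound wells and 100% = 1 µM Z-Phe-Ala-diazomethylketone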
# HCV core dimer: HCV core protein dimerization inhibition; TR-FRET GST/Flag-core106 dimerization, 1536-well; inhibition, % at 5 µM; actives 0.33% (n = 300,000);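 active = inhibition above the mean of all tested compounds plus 3 SD, set per screening campaign, cut at about 45% in these data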
#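 System: GST-tagged and Flag-tagged HCV core protein residues 1-106 / Input: core106 proteins, GST 13.5 nM and Flag 17 nM / Buffer or medium: KF-containing HEPES buffer, pH 7.45, DTT, CHAPS, BSA / Probe or stimulus: Eu-anti-GST and XL665-anti-Flag labelled anti-tag antibodies / Schedule: 4 h, 22.5 °C incubation / Technique: TR-FRET 671 and 617 nm emission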
# PP1 inh: counter-screen for PP5 inhibitors: inhibitors of human PP1-alpha; purified PP1alpha, OMFP fluorescence; P62136; actives 0.9% (n = 320,000); inhibition, % at 6.7 µM;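 active = inhibition above the mean inhibition of all tested compounds plus 3 SD, computed separately for each screening campaign, cut at about 15% in these data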
# Target sequence (P62136 whole entry, looked up): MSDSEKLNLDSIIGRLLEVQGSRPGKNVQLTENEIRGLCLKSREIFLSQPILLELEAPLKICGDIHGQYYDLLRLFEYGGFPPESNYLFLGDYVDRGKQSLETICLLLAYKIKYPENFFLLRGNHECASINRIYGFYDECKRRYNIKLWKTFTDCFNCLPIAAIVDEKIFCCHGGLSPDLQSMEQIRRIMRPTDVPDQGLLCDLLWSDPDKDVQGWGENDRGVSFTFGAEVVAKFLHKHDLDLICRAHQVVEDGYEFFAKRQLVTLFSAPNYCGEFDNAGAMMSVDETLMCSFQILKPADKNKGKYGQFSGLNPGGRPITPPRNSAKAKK
# PAFAH2 FP inh: inhibitors of human PAFAH2; recombinant PAFAH2, FP-rhodamine activity probe, fluorescence polarization; inhibition, % at 3.39 µM; actives 0.99% (n = 340,000); Q99487;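 active = inhibition above the mean over all tested compounds plus 3 SD, cut at about 30% in these data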;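 also: inhibitors block probe labeling of enzyme so polarization drops; 0% = enzyme with DMSO and 100% = wells lacking PAFAH2 protein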
# procasp3 activ: activators of human procaspase-3 | activation, % at 8.5 µM | recombinant procaspase-3 D3A, Ac-DEVD-pNA absorbance 405 nm | actives 0.11% (n = 330,000) | P42574;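 active = activation above the mean of all tested compounds plus 3 SD, cut at about 21% in these data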;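 also: 0% = DMSO alone and 100% = DMSO wells spiked with extra 5 µM PC-3 D3A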
#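 Technique: 405 nm absorbance of p-nitroaniline, reads at 0 and 120 min; Test system: Procaspase-3 D3A mutant; Incubation: 1 h enzyme-compound preincubation, then 2 h substrate reaction, 25 °C; Repeats: singlicate, each compound tested once; Benchmarks: low control DMSO wells, high control DMSO plus 5 µM PC-3 D3A.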
# AHR act: activators of human aryl hydrocarbon receptor; AHR-responsive luciferase reporter cells, luminescence; P35869; actives 2.5% (n = 320,000); AID 2796; activation, % at 5 µM; in the data active = activation above about 47%;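 also: 0% = vehicle wells and 100% = reference agonist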
# An asterisk follows results filed as active; · = no result given.
# Codes – A = procasp7 counter; B = TPT1 inh; C = PP5 inh; D = Fh CTSL1 inh; E = HCV core dimer; F = PP1 inh; G = PAFAH2 FP inh; H = procasp3 activ; I = AHR act
O=C(CN1CCOCC1)Nc1ncc(Cc2cccc3ccccc23)s1
  A: -2	B: 1	C: 1.9	D: -3	E: -3	F: 6	G: 1	H: -6	I: -1

COc1ccc(C(=O)Sc2ccc(Cl)cc2)cc1OC
  A: -4	B: -2	C: 0.6	D: -2	E: 7	F: -1	G: 2	H: 1	I: 3

CC(=O)CC(=O)Nc1ccc(Nc2ccccc2)cc1
  A: 0	B: -2	C: 1.9	D: -3	E: -19	F: -1	G: -3	H: -2	I: -1

O=C(c1c(F)cccc1F)N1CCCC(c2nc(-c3cccs3)no2)C1 (configuration not stated)
  A: 1	B: 2	C: 0.9	D: -5	E: 5	F: 1	G: 10	H: 4	I: 8

Cc1nc(SCC(=O)N2CCOCC2)c2ccsc2n1
  A: 2	B: -2	C: 1.2	D: 1	E: -3	F: 2	G: 1	H: 2	I: 5

COc1ccc(NC(=O)/C=C/c2ccccc2)cn1
  A: 5	B: -1	C: -1.2	D: -2	E: -6	F: -3	G: 1	H: 2	I: 1

CC(=O)Nc1ccc(C)c([N+](=O)[O-])c1
  A: 5	B: -3	C: 0.8	D: -1	E: -1	F: -4	G: 3	H: 3	I: 1

S=c1nc(C2COc3ccccc3O2)[nH][nH]1 (configuration not stated)
  A: -15	B: -1	C: -0.8	D: -1	E: 2	F: -1	G: 1	H: -15	I: 0

CC1CCN(C2(O)C(=O)Nc3ccc(Cl)cc32)CC1 (configuration not stated)
  A: 15	B: 4	C: 1.0	D: 1	E: 1	F: 1	G: 2	H: -3	I: 0

Cc1ccc(C(=O)Nc2nc(=O)n(C(=O)c3ccccc3C)s2)cc1
  A: -12	B: 0	C: 3.0	D: -1	E: 11	F: -4	G: 2	H: -17	I: 6

# 3 compounds from above with just PAFAH2 FP inh.
Structure,PAFAH2 FP inh
O=C(c1c(F)cccc1F)N1CCCC(c2nc(-c3cccs3)no2)C1 (configuration not stated),10
CC(=O)Nc1ccc(C)c([N+](=O)[O-])c1,3
COc1ccc(NC(=O)/C=C/c2ccccc2)cn1,1

# Next compounds follow:
# Codes – A = procasp7 counter; B = TPT1 inh; C = PP5 inh; D = Fh CTSL1 inh; E = HCV core dimer; F = PP1 inh; G = PAFAH2 FP inh; H = procasp3 activ; I = AHR act
CCN(CC)c1ccc(CNCc2cccs2)cc1
  A: -9	B: -4	C: 1.2	D: 0	E: -2	F: 17*	G: -7	H: 10	I: 8

Cc1cc[n+](CC[n+]2ccc(C)cc2)cc1
  A: -2	B: -3	C: 2.9	D: 1	E: -17	F: -2	G: -2	H: 6	I: 2

Cc1cccc(N2CCN(Cc3nc(-c4cccc(Oc5ccccc5)c4)oc3C)CC2)n1
  A: 0	B: 1	C: -0.6	D: -1	E: 6	F: 0	G: 1	H: 7	I: 3

Cc1ccc(-n2[nH]c(C)c(/C=N/NC(=O)c3ccc(O)cc3O)c2=O)cc1
  A: -30	B: 0	C: 4.3	D: 6	E: -17	F: 5	G: 7	H: -11	I: 18

O=C(Nc1nccs1)c1ccc(Cl)cc1[N+](=O)[O-]
  A: 3	B: -1	C: 3.9	D: 2	E: -14	F: 3	G: 2	H: 10	I: 16

CC(C)C[C@H]1CN=C(N(C)C)N1CC1CCCC1
  A: -1	B: -1	C: 3.1	D: -1	E: 1	F: -2	G: 0	H: 6	I: 2

COC(=O)C1CCN(C(=O)c2ccc(SC)cc2OC)CC1
  A: -10	B: 0	C: -1.0	D: 3	E: 7	F: -10	G: 1	H: -13	I: 0

COC(=O)C1=CN(CC2CCCO2)C=C(C(=O)OC)C1c1ccsc1 (configuration not stated)
  A: 4	B: 3	C: -1.7	D: 0	E: 0	F: -3	G: 3	H: -2	I: 0

C=CCOc1ccc2c(c1)c(S(=O)(=O)c1ccc(C)cc1)cn2COC
  A: 2	B: 0	C: 7.1	D: -2	E: 5	F: 4	G: 2	H: 4	I: 1

O=C1CNC(=S)N1CCCn1ccnc1
  A: -3	B: -3	C: -1.7	D: 0	E: -1	F: -2	G: 5	H: 0	I: 1

COc1ccc(C2NC(=O)c3ccccc3O2)cc1 (configuration not stated)
  A: -1	B: 1	C: 0.7	D: -3	E: 12	F: -5	G: 8	H: -4	I: 1

Cc1ccc(OCC(=O)N2CCN(S(C)(=O)=O)CC2)cc1
  A: 5	B: 1	C: -2.4	D: 3	E: 1	F: -6	G: 0	H: -2	I: 1

Cc1nc(C(=O)NC2CC2)sc1C1(C)CC(c2ccccc2)=NO1 (configuration not stated)
  A: -1	B: 0	C: 1.4	D: -10	E: 8	F: 0	G: -15	H: 4	I: 4

C=CCN1C(=O)/C(=C/c2ccccc2)S/C1=N/c1nccs1
  A: 0	B: -2	C: -10	D: 10	E: 0	F: 0	G: -6	H: -3	I: 9

CCOc1c(C)cnc2c1c(=O)n(CC(=O)NCC1CCCO1)c(=O)n2C (configuration not stated)
  A: -2	B: 0	C: -1.0	D: -3	E: 0	F: -1	G: -3	H: 0	I: 0

COc1ccc(CCC(=O)Nc2cc(S(C)(=O)=O)ccc2Cl)cc1
  A: 6	B: -4	C: -0.2	D: 2	E: 1	F: -3	G: -3	H: 11	I: 0

C#CC(CC)(CC)NC(=S)Nc1cccc(C(C)=O)c1
  A: 5	B: 2	C: 3.1	D: 0	E: 4	F: 4	G: 15	H: -3	I: 7

Nc1ccccc1SCc1ccccc1Cl
  A: 1	B: 1	C: -0.7	D: 2	E: -2	F: -1	G: ·	H: -2	I: 67*

O=C(CCS(=O)(=O)c1ccc(Cl)cc1)NC1CCCC1
  A: 6	B: ·	C: ·	D: ·	E: ·	F: ·	G: -7	H: 1	I: 0

C[C@]1(C(=O)O)Cc2oncc2C[C@@H]1C(=O)O
  A: 1	B: -1	C: 0.7	D: -3	E: -4	F: -1	G: -4	H: 7	I: -1

CN1C[C@@H]2C(c3ccc(Cl)nc3)C3(c4ccc(C#N)cc4)CC2(C3)[C@H]1c1ccccc1 (some centres not stated)
  A: 0	B: -2	C: 2.8	D: 1	E: 15	F: 7	G: 8	H: 0	I: -1

COc1ccc(N2CCN(CC(=O)NC(=O)NCc3ccco3)CC2)cc1
  A: 7	B: -3	C: 0.1	D: -2	E: -3	F: 4	G: -7	H: 7	I: 1

COC(=O)c1c(NC(=O)c2ccco2)sc2c1CC(C)(C)NC2(C)C
  A: -1	B: 1	C: -0.6	D: 1	E: 0	F: -6	G: 1	H: -9	I: 0

Cn1c(=O)[nH]c(=O)c2c1nc1n2CC(COc2ccc3ccccc3c2)O1 (configuration not stated)
  A: 1	B: -1	C: 1.9	D: 1	E: 3	F: -2	G: -8	H: 0	I: 1

CC(=O)c1ccc(NC(=O)C2CC(=O)N(C(C)C)C2)cc1 (configuration not stated)
  A: 2	B: -1	C: -2.7	D: 7	E: -2	F: -4	G: 4	H: 0	I: 1

COc1ccc(/C=N/NC(=O)c2sc3nc(C)cc(C)c3c2N)cc1
  A: 49*	B: 2	C: -2.3	D: 6	E: 5	F: -2	G: 6	H: 19	I: 3

Cc1cc(C)nc(N/N=C/c2ccccc2)n1
  A: -4	B: 2	C: -2.1	D: -1	E: 0	F: -2	G: 2	H: -8	I: 4

Cc1ccc(SCC(=O)NC(=O)Nc2ccc3c(c2)OCCO3)c(C)c1
  A: 14	B: -3	C: 0.2	D: -4	E: 10	F: -3	G: -1	H: 2	I: -2

Cc1cc(C)n(-c2nc3c(c(=O)[nH]c(=O)n3C)n2CC(O)c2ccccc2)n1 (configuration not stated)
  A: -1	B: -4	C: -1.9	D: -1	E: 0	F: 5	G: -10	H: 3	I: 80*

CCOC(=O)CCCCC(=O)c1[nH]c(=O)[nH]c1CSCCO
  A: 7	B: -2	C: 0.8	D: 2	E: -2	F: -1	G: -2	H: 5	I: 2

C=CCn1c(SCC(=O)N(CC)CC)nc(O)cc1=O
  A: -1	B: -3	C: -3.8	D: 3	E: -3	F: 0	G: 2	H: 0	I: -2

O=C(COC(=O)CCc1nc2ccccc2c(=O)[nH]1)NC(c1ccccc1)c1ccccc1
  A: 6	B: -1	C: -0.6	D: 4	E: -1	F: 4	G: -20	H: 3	I: 2

Cc1ccc2nc(C)c3c(c2c1)N(c1ccc(F)cc1)CC3
  A: 4	B: 1	C: -0.6	D: 2	E: 1	F: -2	G: ·	H: 4	I: -1

O=C(NCCOc1ccccc1)c1ccccc1SCC(=O)N1CCCC1
  A: 9	B: ·	C: 0.8	D: ·	E: ·	F: 0	G: 6	H: 1	I: 16

COc1cc(C(=O)NCCc2cn3ccc(C)cc3n2)cc(OC)c1OC
  A: -5	B: 1	C: -3.5	D: 0	E: 3	F: -3	G: -8	H: 4	I: 1

CCOc1ccccc1OCCCC(=O)N1CCN(S(=O)(=O)c2cccc(F)c2)CC1
  A: 1	B: -4	C: -0.3	D: 1	E: 6	F: -2	G: 6	H: 1	I: 11

O=C(COc1cc(Cl)ccc1Cl)Nc1nnc(C2CC2)s1
  A: 11	B: 2	C: 0.7	D: -2	E: 8	F: 0	G: 0	H: -8	I: 28

CCN(C(=O)c1cc2cc(OC)ccc2oc1=O)c1ccccc1
  A: 1	B: -3	C: -0.8	D: 3	E: 2	F: -2	G: 4	H: -6	I: 2

CC1CC(NC(=O)c2cc3c(=O)n4ccccc4nc3n2C)CC(C)(C)C1 (configuration not stated)
  A: 8	B: 2	C: 1.7	D: 3	E: 0	F: 0	G: 6	H: 8	I: -4

CC(C)n1c(SCC(=O)N2CCCC2)nc2c1c(=O)n(C)c(=O)n2C
  A: 0	B: 0	C: -1.3	D: 5	E: 1	F: -4	G: 5	H: 2	I: -1

COc1ccc(CCNC(=O)c2ccc(CNS(=O)(=O)c3cc(C)ccc3C)cc2)cc1OC
  A: 9	B: -2	C: 0.7	D: -1	E: 5	F: 3	G: -4	H: 3	I: 3

CCOc1ccc(C2C(C(=O)O)c3ccccc3C(=O)N2CCN2CCOCC2)cc1 (configuration not stated)
  A: 3	B: -2	C: -0.2	D: -6	E: -1	F: 7	G: -13	H: -1	I: 1

O=C(NCC(c1ccco1)N1CCc2ccccc21)C(=O)Nc1ccccc1F (configuration not stated)
  A: 2	B: -1	C: 0.5	D: -6	E: -1	F: 2	G: 7	H: 2	I: 1

COCc1[nH][nH]c(=O)c1C=Nc1ccc(C(F)(F)F)cc1
  A: 2	B: 0	C: 1.1	D: -1	E: 9	F: -2	G: 4	H: 2	I: -1

Cc1cc(C)n(CC2CC(=O)N(c3ccc(C)c(Cl)c3)C2=O)n1 (configuration not stated)
  A: 4	B: -2	C: 2.7	D: -2	E: -9	F: 3	G: -2	H: 6	I: 3

CC1CCN(C(=O)Cn2c3ccc(F)cc3c3nc4n(c(=O)c32)CCCS4)CC1
  A: 4	B: -1	C: 0.8	D: -1	E: 8	F: 0	G: -2	H: 2	I: 0

# Screening results: PubChem, The Scripps Research Institute Molecular Screening Center
